OX1R antag-1 – blocks the human orexin 1 receptor. inhibition, % at 6.6 µM. 330,000 compounds, 1.8% hits. O43613. OX1R-expressing cells, FRET antagonist read-out. AID 485270; in the data active = inhibition mostly above about 38%, no sharp cut-off; inactive = mostly below about 40%;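 note: 0% = agonist challenge alone and 100% = reference antagonist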
Target sequence (O43613 whole entry, looked up): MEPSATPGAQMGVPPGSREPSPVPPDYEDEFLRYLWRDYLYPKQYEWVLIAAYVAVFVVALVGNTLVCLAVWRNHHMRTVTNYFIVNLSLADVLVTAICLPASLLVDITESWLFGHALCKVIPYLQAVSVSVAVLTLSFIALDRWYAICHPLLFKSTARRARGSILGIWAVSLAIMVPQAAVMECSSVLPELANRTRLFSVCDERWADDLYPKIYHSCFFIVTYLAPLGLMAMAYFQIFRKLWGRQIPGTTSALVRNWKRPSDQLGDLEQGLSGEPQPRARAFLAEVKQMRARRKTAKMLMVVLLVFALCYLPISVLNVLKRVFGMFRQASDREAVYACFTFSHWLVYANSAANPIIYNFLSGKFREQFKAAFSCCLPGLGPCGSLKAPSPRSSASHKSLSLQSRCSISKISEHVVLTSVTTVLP
OX1R antag-2 – antagonists of human orexin 1 receptor; AID 434989; O43613; inhibition, % at 5 µM; CHO/OX1R cells, Fluo-8 calcium fluorescence, orexin A; 330,000 compounds, 0.43% hits;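 active = inhibition above its plate's threshold, mean inhibition of all tested compounds on the plate plus 3 SD, cut at about 37% in these data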;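 note: 0% = orexin A challenge wells and 100% = SB-334867-A antagonist wells; not every result past the cut was called active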
Starred values were filed as active, the others as inactive; & = joins results of further samples.

SMILES	OX1R antag-1	OX1R antag-2
Cc1c(Cc2ccccc2)sc(/N=C/c2c(O)ccc3ccccc23)c1C(N)=O	7	10
Cc1ccc(OCC(=O)N2CCN(S(=O)(=O)c3ccc4c(c3)OCCO4)CC2)c(C)c1	3	-21
CCCC(C)NC(=O)CSc1nc(-c2ccccc2)cn1N (centres undefined)	21	-16
Cc1c(N=C2SCC(=O)N2/N=C/c2ccccc2Cl)c(=O)n(-c2ccccc2)n1C	7	-34
O=C(CSc1ccccc1)Nc1cccc(S(=O)(=O)N2CCOCC2)c1	4	0
COc1cccc(NC(=O)COc2ccc(N3CC(C(=O)NCC(C)C)CC3=O)cc2)c1 (centres undefined)	7	-5
CCCN1CCN(c2ccc(S(N)(=O)=O)cc2[N+](=O)[O-])CC1	32	-1
Cc1cc(Cl)ccc1OC(C)C(=O)Nc1ccc(C(=O)Nc2ccccc2C(=O)O)cc1 (centres undefined)	5	-22
CSc1nn2c(C(F)(F)F)cc(C(F)(F)F)nc2c1C(N)=O	9	-22
Cc1ccccc1N1CCN(C(=S)c2ccc(-c3cccc([N+](=O)[O-])c3)o2)CC1	11	-34
CCOC(=O)C1=C(C)NC(=O)N(C(C)=O)C1c1ccc(Cl)cc1 (centres undefined)	12	-10
N#Cc1nc(-c2cccc3ccccc23)oc1N1CCCCC1	17	-8
O=C(c1cc(-c2ccccc2)n[nH]1)N1CCN(S(=O)(=O)c2ccccc2)CC1	5	-14
O=C(CSc1cccc2cccnc12)N/N=C/c1ccc(O)cc1	25	-13
COc1cc(/C=C2/C(=N)N3C=CSC3=NC2=O)ccc1OCCCOc1c(C)cccc1C	-1	-16
CCOc1ccc(/C=N/Nc2ccc(Cl)nn2)c(O)c1	0	15
CC1(C)C2CC[C@]3(C)C(CC=C4[C@@H]5C[C@@](C)(CO)[C@@H](O)C[C@]56C[C@@H](OC6=O)[C@]43C)[C@@]2(C)CC[C@@H]1O (some centres undefined)	9	2
COc1ccccc1P(=O)(Cc1ccccc1[N+](=O)[O-])c1ccccc1 (centres undefined)	20	-13
O=C(O)COc1ccc(/C=N/NC(=O)C2CCCN2S(=O)(=O)c2ccc(Cl)cc2)cc1 (centres undefined)	24	-21
COC(=O)c1ccccc1N=Nc1c(C)n[nH]c1C	8	-21
C=CCn1nc(-c2ccccc2)cc1C(=O)OCC	12	-7
CCOc1ccccc1C(=O)Nc1cccc(-c2ccc(N3CCOCC3)nn2)c1	23	-21
CCC(C)C(NC(=O)c1ccccc1NC(=O)c1ccccc1)C(=O)N1CCOCC1 (centres undefined)	14	-33
COCCOC(=O)c1cc(C(=O)c2cc(F)ccc2O)coc1=N	13	-17
COc1cccc(NC(=O)COC(=O)COc2cccc3c2OC(C)(C)C3)c1	11	-15
COc1ccc(CNC(=O)C2CCN(S(=O)(=O)c3c(C)noc3/C=C/N(C)C)CC2)cc1	11	3
CC1=C(C(=O)N2CCc3ccccc32)C2(CCC(C)CC2)OC1=O (centres undefined)	8	-28
Cc1nn(-c2ccccc2)c(C)c1/C=N/NC(=O)c1cc(C23CC4CC(CC(C4)C2)C3)[nH]n1	-1	-26
CN(C)Cc1c(C(=O)N/N=C/CCc2ccccc2)nnn1-c1nonc1N	13	2
COc1ccc([C@H]2CC(=O)C=C(c3cccc(C(F)(F)F)c3)C2)cc1	-1	-32
CC(=O)NC(CC(=O)NCC(c1ccco1)N(C)C)c1ccccc1 (centres undefined)	3	-10
CCc1nnc(SC(C)C(=O)Nc2nccs2)n1C (centres undefined)	3	2
CC1CCCN(C(=O)CCNS(=O)(=O)c2ccc(Br)cc2)C1 (centres undefined)	28	-7
Cc1ccc(N(CC(=O)NCc2ccccn2)S(=O)(=O)c2ccccc2)cc1C	28	-32
COc1cc(/C=N/Nc2cccc3cccnc23)cc(OC)c1O	27	-11
CC1CCN(Cc2nnnn2CCCC(=O)NCC(C)(C)N2CCOCC2)CC1	0	-4

Single entries from the results shown.
OX1R antag-1 result of CN(C)Cc1c(C(=O)N/N=C/CCc2ccccc2)nnn1-c1nonc1N stands at 13
OX1R antag-1 result of CCc1nnc(SC(C)C(=O)Nc2nccs2)n1C (centres undefined) stands at 3
OX1R antag-1 result of CC1=C(C(=O)N2CCc3ccccc32)C2(CCC(C)CC2)OC1=O (centres undefined) stands at 8
OX1R antag-2 result of Cc1nn(-c2ccccc2)c(C)c1/C=N/NC(=O)c1cc(C23CC4CC(CC(C4)C2)C3)[nH]n1 stands at -26
OX1R antag-1 result of Cc1ccc(N(CC(=O)NCc2ccccn2)S(=O)(=O)c2ccccc2)cc1C stands at 28
OX1R antag-2 result of COc1ccc([C@H]2CC(=O)C=C(c3cccc(C(F)(F)F)c3)C2)cc1 stands at -32
OX1R antag-1 result of COc1ccc(CNC(=O)C2CCN(S(=O)(=O)c3c(C)noc3/C=C/N(C)C)CC2)cc1 stands at 11

Reprinted from above for reference:
SMILES	OX1R antag-1	OX1R antag-2
COc1cc(/C=N/Nc2cccc3cccnc23)cc(OC)c1O	27	-11
CC1CCN(Cc2nnnn2CCCC(=O)NCC(C)(C)N2CCOCC2)CC1	0	-4

Next section
SMILES	OX1R antag-1	OX1R antag-2
O=c1[nH]c(SCCN2CCOCC2)nc(O)c1-c1ccccc1	2	-1
N#Cc1c(NC(=O)CSc2ncccn2)oc(-c2ccccc2)c1-c1ccccc1	28	-23
O=C(COC(=O)Cc1cccs1)Nc1ccccc1F	7	-3
COc1ccc(N2C(=O)CCC(C(=O)Nc3ccccn3)C2c2ccc(OC)c(OC)c2)cc1 (centres undefined)	18	-24
CS(=O)(=O)N1CCCC(C(=O)NCCCN2CCN(Cc3ccccc3)CC2)C1 (centres undefined)	-6	4
CCOC(=O)c1[nH]c2c(c1-c1ccc(OC)cc1)C(=O)CC(c1ccc(OC)c(OC)c1)C2 (centres undefined)	18	-15
COC(=O)CSc1nsc(SCC(=O)OC)c1C#N	8	-2
Cc1cccc2c(=O)cc(C)n(CC(=O)N3CCCCC3)c12	26	-33
CC1CCc2c(sc3ncnc(SCC(=O)Nc4ccc(C(=O)O)cc4)c23)C1 (centres undefined)	12	-16
CN(C)c1ccc(NC(=O)/C=C/c2ccccc2Cl)cc1	64*	-8
COc1cccc(C(=O)Nc2ccccc2)c1	25	-13
c1ccc2oc(-c3ccc4nc[nH]c4c3)nc2c1	54	15
CC1O[C@@H]2O[C@](O[C@H](C)CC[C@@H](C)O)(c3ccccc3)O[C@@H]2C[C@H]1O (some centres undefined)	12	4
COc1ccccc1N1CCN(C(=O)CCc2ccc(S(=O)(=O)NCC(C)C)cc2)CC1	15	-35
Cc1ccc(Cl)cc1NC(=O)C1CCCN(S(C)(=O)=O)C1 (centres undefined)	1	-2
COc1ccc(CN2CC(=O)N(c3cc(Cl)ccc3OC)C2=S)cc1OC	25	-8
c1ccc(Sc2cccc3ccccc23)c(CNC2=NCCN2)c1	14	-8
CC1CCCC(C)N1C(=O)CSc1nnc(COc2ccccc2)n1-c1ccccc1 (centres undefined)	37	-20
CC(=O)NC1=NN(C(C)=O)C(C)(CS(=O)(=O)c2ccc(Cl)cc2)S1 (centres undefined)	33	-17
Cc1cc(NC(=O)c2ccc3c(c2)C(=O)N(C(C)(C)C)C3=O)no1	8	-1
CC(C)n1cc(/C=C2/SC(=O)N(CC(=O)Nc3ccc4c(c3)OCO4)C2=O)c2ccccc21	22	-6
O=C(Nc1nnc(-c2ccco2)s1)C1CC1	13	0
COc1cc(=O)[nH]c(SC(C)C(=O)Nc2ccc3ccccc3c2)n1 (centres undefined)	32	-11
Cc1ccccc1C(=O)N1CCC(C(=O)N2CCN(S(=O)(=O)c3ccccc3F)CC2)CC1	13	-9
CN(CC(O)COc1ccc2ccccc2c1)C1CCCCC1 (centres undefined)	4	-5
O=C(Nc1cccc(Cl)c1)OCCN1CCN(Cc2ccccc2)CCC1=O	38	-18
Clc1ccc(-c2nnc(Sc3nc4ccccc4o3)c3ccccc23)cc1	25	-20
COC(=O)Nc1nnc(-c2ccccc2Cl)s1	8	-8
O=C(c1ccccc1F)N1CCN(S(=O)(=O)c2ccc(S(=O)(=O)N3CCCCCC3)cc2)CC1	2	-7
O=C1C(Nc2ccccc2)=C2CCCC=C2N1c1ccccc1	11	-29
Cc1ccc(C)c(OCC(=O)Nc2nc3ccc([N+](=O)[O-])cc3s2)c1C	17	-11
Cc1cccc(-c2nc3ccccc3c(=O)n2NC(=O)c2ccc([N+](=O)[O-])c(C)c2)c1	-1	-6
COc1ccc(/C=C/c2onc(C)c2S(=O)(=O)N2CCC(C(=O)N3CCCCCC3)CC2)cc1	6	-45
N#C/C(=C/c1ccc(-c2cc(C(=O)O)cc(C(=O)O)c2)o1)c1nc2ccccc2s1	8	0
O=C(CSc1ccc2nnc(CCNC(=O)c3ccccc3)n2n1)NCc1ccccc1	38	-15
Cc1ccc(OCCNC(=O)/C=C/c2ccccc2)cc1C	4	-5

Exported in CSV form: 2 of the compounds above.
compound,OX1R antag-1,OX1R antag-2
O=c1[nH]c(SCCN2CCOCC2)nc(O)c1-c1ccccc1,2,-1
N#Cc1c(NC(=O)CSc2ncccn2)oc(-c2ccccc2)c1-c1ccccc1,28,-23

Remaining list, next part.
SMILES	OX1R antag-1	OX1R antag-2
CC1CN(C(=O)Nc2ccc3c(c2)OCCO3)CC(C)O1 (centres undefined)	6	-16
COc1ccc(NC2C=CS(=O)(=O)C2)cc1 (centres undefined)	14	15
CC(C)C(c1nnnn1C(C)(C)C)N1CCN(Cc2cccnc2)CC1 (centres undefined)	6	-10
CCOC(=O)N1CCC(NC(=O)CC2C(=O)NCCN2Cc2cccc(F)c2F)CC1 (centres undefined)	19	-4
CC(=O)Oc1ccc(-c2cccc(C(=O)N(C)c3ccc(O)cc3)c2)cc1	1	3
O=C(c1ccco1)N1CCN(C(c2ccccc2Cl)c2nnnn2Cc2cccs2)CC1 (centres undefined)	21	-9
COc1ccc(OC)c(N(/C(N)=N/c2nc(C)cc(C)n2)S(=O)(=O)c2ccc(NC(C)=O)cc2)c1	20	-23
Clc1ccc(Cn2nnc3ccccc32)cc1	2	-5
CC1=CC(C)(C)Nc2ccc(OC(=O)c3ccco3)cc21	51*	2
CC(C)c1ccc(C(=O)NNC(=O)C2CC=CCC2C(=O)O)cc1 (centres undefined)	13	-12
CC(C(=O)O)c1ccc(-c2ccccc2)c(F)c1 (centres undefined)	13&4	-43&8
CN1C(=O)C(C)(C)c2cc(S(=O)(=O)N3CCC(C(=O)NCc4ccc(F)cc4)CC3)ccc21	5	-31
Cc1ccc(C)c(Cn2nnc3c(=O)[nH]c(C(=O)Nc4ccc(F)cc4)nc32)c1	19	-13
O=c1c2ccccc2nc2n1C(CSc1ccc(F)cc1)CS2 (centres undefined)	10	-8
NC(=O)C[n+]1cccc(/C=N/O)c1	13	-12
Cc1oc(CC(C)C)c(CN2CCCC2)c1C(=O)O	8	-7
Cc1ncn(-c2ccccc2)c1-c1ccccc1	36	-29
Cc1ccc(S(=O)(=O)NCc2ccco2)c(C)c1C	12	0
CC1(C)CC(NC(=O)C(C)(C)Oc2ccc(Cl)cc2)CC(C)(C)N1	4	7
CC(C)CC(C(=O)N1CCc2ccccc2C1)N1C(=O)c2ccccc2C1=O (centres undefined)	28	-30
Cc1cc(=O)n2c3ccccc3n(CC(O)CN3CCCCC3)c2c1C#N (centres undefined)	6	-35
CCn1c(SCC(=O)NC2CCCC2)nnc1-c1ccncc1	7	-6
O=C(CC1C(=O)NCCN1CC1CCCCC1)NCc1ccccc1Cl (centres undefined)	11	-35
Cc1ccc(NC(=S)NC2CCN(Cc3ccccc3)CC2)c(C)c1	14	-53
COc1ccc([C@H]2[C@H](C(=O)C(C)(C)C)N3N=Cc4ccccc4C3C23C(=O)OC(C)(C)OC3=O)cc1 (some centres undefined)	17	-6
COc1ccc(CNC(=O)CSc2nnc(C)s2)cc1	9	-13
CC(=O)N/C(=C\c1ccc2c(c1)OCO2)C(=O)NC(C(=O)O)c1ccccc1 (centres undefined)	10	-16
COCCn1c(SC2CCCCC2=O)nnc1-c1ccncc1 (centres undefined)	6	-1
CN(C)CCNC(=O)c1coc(=O)c(Br)c1	38	-2
Cc1cccc(NC(=O)NC(C)CCc2ccccc2)c1 (centres undefined)	16	-13
CCOC(=O)COc1c(C=O)cc(Br)cc1OC	7	-3
CCOC(=O)Cc1nnc(NC(=O)c2ncn[nH]2)s1	3	0
CCCCCn1c(CCCNC(=O)CC)nc2ccccc21	11	-22
CC(C)C[C@@H](N)c1nnc(SCC(=O)c2ccc(Cl)cc2)o1	16	-22
NC(=O)c1ccsc1NC(=O)COC(=O)c1ccccc1NCc1ccco1	62	-3
Cc1ccccc1N1C(=O)C(Oc2ccc(Cl)cc2)C1CNCCCOC(C)C (centres undefined)	27	-30
Cc1nnc(NC(=O)C2c3ccccc3Oc3ccccc32)s1	5	-25
COc1ccccc1N1CCN(C(=O)CSc2nc(-c3ccco3)cc(C(F)(F)F)n2)CC1	-1	-35
C/C(N)=C(/C#N)C(=O)CSc1n[nH]c(-c2ccccc2Br)n1	12	-11
CCOC(=O)c1ccc(NNC(C)=O)c([N+](=O)[O-])c1	27	-10
O=C(N[C@@H](Cc1ccccc1)C(=O)NC1CCCCCC1)c1ccco1	5	-22
O=C(Nc1ccc(Cl)c(S(=O)(=O)N2CCOCC2)c1)c1cc2ccccc2oc1=O	10	-29
Cc1ccc(C(=O)N2CC(C)OC(C)C2)cc1S(=O)(=O)N1CCCCC1 (centres undefined)	-2	4
O=C(CC(c1ccccc1)c1ccccc1O)NCc1ccccc1Cl (centres undefined)	17	-25
COc1ccccc1/C=C/C=N/NC(=O)c1ccc(=O)n(C)c1	21	6

Among those listed so far, five contain a thiophene ring, fused or not:
SMILES	OX1R antag-1	OX1R antag-2
Cc1c(Cc2ccccc2)sc(/N=C/c2c(O)ccc3ccccc23)c1C(N)=O	7	10
O=C(COC(=O)Cc1cccs1)Nc1ccccc1F	7	-3
CC1CCc2c(sc3ncnc(SCC(=O)Nc4ccc(C(=O)O)cc4)c23)C1 (centres undefined)	12	-16
O=C(c1ccco1)N1CCN(C(c2ccccc2Cl)c2nnnn2Cc2cccs2)CC1 (centres undefined)	21	-9
NC(=O)c1ccsc1NC(=O)COC(=O)c1ccccc1NCc1ccco1	62	-3

Assay outcomes as filed in PubChem.
